Assay outcomes as filed in PubChem.
Neddylation inh: inhibitors of human cullin neddylation | TR-FRET cullin neddylation, biochemical | calls only at 25 µM | actives 0.58% (n = 360,000) | AID 651699; in the data active = inhibition above about 36%
MsrA act: activators of bovine methionine sulfoxide reductase A | activation, % at 10.6 µM | purified bovine MsrA, absorbance read-out | actives 0.3% (n = 360,000) | AID 602163; in the data active = activation above about 7.5%;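 note: 0% = vehicle and 100% = reference activator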
SKN-1 inh: C. elegans SKN-1 inhibition; C. elegans VP596 Pgst-4::GFP/RFP ratio, acrylamide-induced, 24 h; inhibition, % at 21.8 µM; actives 0.49% (n = 360,000);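 active = interference check ratio from 0.5 to 1.5 plus GFP to RFP signal ratio inhibition reaching or exceeding a fixed threshold, cut at about 30% in these data, passing the limit was not always enough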; note: some compounds called inactive have numbers as strong as hits
FAS-TE inh: blocks the thioesterase domain of human fatty acid synthase | P49327 | recombinant FAS-TE, OMFH fluorogenic substrate, fluorescence endpoint | inhibition, % at 15 µM | actives 0.67% (n = 360,000);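 active = compounds whose normalised, plate-corrected inhibition of enzyme fluorescence in the single-dose primary screen is 50% or more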;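 note: 0% = DMSO with enzyme and 100% = substrate without enzyme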
CendR NRP1 mod: modulators of CendR peptide binding to human neuropilin-1 | O14786 | FAM-RPARPAR peptide binding to NRP-1, fluorescence polarization | inhibition, % at 25 µM | actives 0.85% (n = 360,000) | AID 602438;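 active = inhibition or corrected inhibition above about 18%, plus a signal ratio from 0.5 to 1.5, limit read from the data, passing the limit was not always enough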; note: strong numbers were not always called active
Target sequence (O14786 whole entry, looked up): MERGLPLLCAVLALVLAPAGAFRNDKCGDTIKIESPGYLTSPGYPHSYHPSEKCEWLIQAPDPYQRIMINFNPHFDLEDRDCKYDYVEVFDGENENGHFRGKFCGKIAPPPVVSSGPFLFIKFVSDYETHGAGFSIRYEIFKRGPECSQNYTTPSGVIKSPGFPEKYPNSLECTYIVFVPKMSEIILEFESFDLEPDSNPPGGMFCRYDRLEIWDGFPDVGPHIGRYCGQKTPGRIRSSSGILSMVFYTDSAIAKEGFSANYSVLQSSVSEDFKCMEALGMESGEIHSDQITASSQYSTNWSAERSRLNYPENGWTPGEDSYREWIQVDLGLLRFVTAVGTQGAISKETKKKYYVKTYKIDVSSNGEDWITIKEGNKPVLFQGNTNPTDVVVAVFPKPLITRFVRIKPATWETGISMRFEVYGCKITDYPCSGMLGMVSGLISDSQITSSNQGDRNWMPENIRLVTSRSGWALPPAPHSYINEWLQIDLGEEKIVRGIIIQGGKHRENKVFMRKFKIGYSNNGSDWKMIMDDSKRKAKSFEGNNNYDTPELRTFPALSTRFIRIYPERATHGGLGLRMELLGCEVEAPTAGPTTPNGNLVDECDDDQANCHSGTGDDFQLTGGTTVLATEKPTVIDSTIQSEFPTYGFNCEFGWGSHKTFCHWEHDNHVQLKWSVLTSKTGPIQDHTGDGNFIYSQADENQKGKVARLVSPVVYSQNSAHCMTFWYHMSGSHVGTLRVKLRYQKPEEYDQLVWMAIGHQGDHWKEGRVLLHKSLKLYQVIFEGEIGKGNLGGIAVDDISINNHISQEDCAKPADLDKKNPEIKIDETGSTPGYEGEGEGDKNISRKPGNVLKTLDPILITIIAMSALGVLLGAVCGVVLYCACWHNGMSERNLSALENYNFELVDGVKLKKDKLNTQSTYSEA
eLon inh: E. coli protease La inhibition. inhibition, % at 7.94 µM. actives 0.42% (n = 360,000). purified E. coli Lon protease, fluorescence polarization. P0A9M0; in the data active = inhibition above about 13%, passing the limit was not always enough;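 note: 0% = enzyme with probe and DMSO and 100% = no enzyme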
Rin1-Abl PPI inh: inhibitors of human Rin1-Abl protein interaction | P00519+Q13671 | TR-FRET Rin1/Abl binding, biochemical | inhibition, % at 7.35 µM | actives 0.4% (n = 360,000); in the data active = inhibition above about 5%, passing the limit was not always enough
MT1-MMP act inh: blocks activation of human MT1-MMP. actives 0.061% (n = 360,000). HT1080 RFP-PRO-GFP cells, GFP/RFP ratio fluorescence, overnight; percent of plate control window, DMSO zero. GFP/RFP ratio change, % at 20 µM. P50281;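 active = GFP/RFP ratio change of at least 30% with cell ATP level not reduced by more than half and red fluorescence within 50% of control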; note: strong numbers were not always called active
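Assay system: HT1080 cells carrying an RFP-PRO-GFP reporter | Dosing: Single dose of 20 µM compound, 1% DMSO final | Incubation: Cells overnight before dosing, compound overnight, 37 °C, 5% CO2 | Evaluation: GFP/RFP fluorescence ratio | Control set: DMSO and RFP-L50D-GFP cell wells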
MLLE-PAM2 inh: inhibitors of microRNA-mediated deadenylation, human PABP1 MLLE binding; P11940; GST-MLLE / FITC-PAM2 fluorescence polarization; inhibition, % at 20 µM; actives 0.36% (n = 360,000); in the data active = inhibition above about 35%, passing the limit was not always enough;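 note: plate controls were DMSO wells with GST-MLLE for no effect and wells lacking GST-MLLE protein for full effect; some results filed as inactive read as strong as hits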
* hit, by the source's call; i = inactive; nt = not tested or not shown.

Start of the listing, in advance, 5 compounds:
nr	structure	MsrA act	Rin1-Abl PPI inh	MT1-MMP act inh	SKN-1 inh	eLon inh
1	O=[N+]([O-])c1cccc2cn[nH]c12	-2	-6	-4	-6	3
2	O=C(NCc1cccc(Cl)c1)c1ccc(S(=O)(=O)N2CCCCC2)cc1	-1	1	-2	11	1
3	CC(C)Cn1cc(C(=O)NCC2CCCO2)c2c3ccccc3n(C)c2c1=O (centres undefined)	-9	-6	-5	26	3
4	COc1cc(CNn2c(C)n[nH]c2=S)cc(Br)c1OCC(=O)NC(C)(C)C	-1	-3	5	7	-12
5	Cc1ccc([C@H]2N[C@]3(CCCN(CC4CCCCC4)C3=O)[C@H]3C(=O)N(C)C(=O)[C@@H]23)cc1	-4	2	-2	-12	-7

nr	FAS-TE inh	CendR NRP1 mod	Neddylation inh	MLLE-PAM2 inh
1	-2	0	i	14
2	-2	-1	i	-12
3	-1	8	nt	15
4	-4	-8	i	-13
5	-6	-5	i	-17

Results, from the first entry:
nr	structure	MsrA act	Rin1-Abl PPI inh	MT1-MMP act inh	SKN-1 inh	eLon inh
1	O=[N+]([O-])c1cccc2cn[nH]c12	-2	-6	-4	-6	3
2	O=C(NCc1cccc(Cl)c1)c1ccc(S(=O)(=O)N2CCCCC2)cc1	-1	1	-2	11	1
3	CC(C)Cn1cc(C(=O)NCC2CCCO2)c2c3ccccc3n(C)c2c1=O (centres undefined)	-9	-6	-5	26	3
4	COc1cc(CNn2c(C)n[nH]c2=S)cc(Br)c1OCC(=O)NC(C)(C)C	-1	-3	5	7	-12
5	Cc1ccc([C@H]2N[C@]3(CCCN(CC4CCCCC4)C3=O)[C@H]3C(=O)N(C)C(=O)[C@@H]23)cc1	-4	2	-2	-12	-7
6	CCCCN(C(=O)C1CCCC1)c1c(N)n(CCC)c(=O)[nH]c1=O	-6	-1	1	5	-5
7	O=c1[nH]c2cnccc2n1-c1ccccc1	-3	3	0	9	-6
8	Cc1[nH]c(C(=O)O)c(C#N)c1C(=O)c1ccccc1	-5	2	0	17	11
9	CCOC(=O)N1CCN(C(=O)Cn2ncc3ccccc32)CC1	3	-3	1	-2	3
10	CNC(=O)c1sccc1SCc1ccc(Cl)cc1Cl	2	-4	-4	1	6

nr	FAS-TE inh	CendR NRP1 mod	Neddylation inh	MLLE-PAM2 inh
1	-2	0	i	14
2	-2	-1	i	-12
3	-1	8	nt	15
4	-4	-8	i	-13
5	-6	-5	i	-17
6	-5	-3	i	-8
7	-10	-15	i	-16
8	-6	-7	i	2
9	-4	-1	i	4
10	3	8	i	-1

More structures:
nr	structure	MsrA act	Rin1-Abl PPI inh	MT1-MMP act inh	SKN-1 inh	eLon inh
11	O=C(NCc1ccccc1)C(c1ccc(O)cc1)N(C(=O)c1cnccn1)c1ccccc1 (centres undefined)	-2	0	3	10	-1
12	CCCn1nc(C(=O)Nc2cccc(S(=O)(=O)N3CCOCC3)c2)c2ccccc2c1=O	-1	-1	3	5	4
13	COc1ccc(-c2cc(C(F)(F)F)nc(N3CCN(C)CC3)n2)cc1OC	-9	1	-24	-14	4
14	COc1ccc(-c2c(NC(=O)CC(C)C)n(C)c3ccccc3c2=O)cc1OC	-5	4	-2	-14	-9
15	COc1ccc(C(=O)CSc2nnc(-c3ccoc3C)n2CC2CCCO2)cc1 (centres undefined)	0	-2	-6	27	-12
16	COc1cc(NS(=O)(=O)c2ccc(N/C=C(\C#N)c3nc4ccccc4o3)cc2)nc(OC)n1	-4	0	12	11	-5
17	Cc1ccc(-c2nc(-c3cccnc3)sc2CC(=O)Nc2ccc3nc(C)sc3c2)cc1	-3	-3	-5	-1	-2
18	N=c1c(C(=O)NCCc2ccccc2)cc2c(=O)n3ccccc3nc2n1CCCN1CCOCC1	-1	-6	1	9	-9
19	Cc1ccc(NC(=O)CCC(=O)OCC(=O)c2ccc(Oc3ccc([N+](=O)[O-])cc3)cc2)c(C)c1	-15	-2	2	3	-15
20	NS(=O)(=O)c1ccc(CCNC2CC(=O)N(CCc3ccccc3)C2=O)cc1 (centres undefined)	-1	3	9	-2	14

nr	FAS-TE inh	CendR NRP1 mod	Neddylation inh	MLLE-PAM2 inh
11	-6	-5	i	6
12	14	0	i	-27
13	-9	3	i	6
14	-2	-5	i	-8
15	3	8	i	-34
16	4	-3	i	1
17	10	-21	i	-5
18	-3	-2	nt	-2
19	11	2	i	-12
20	-5	3	i	-4

Later entries.
nr	structure	MsrA act	Rin1-Abl PPI inh	MT1-MMP act inh	SKN-1 inh	eLon inh
21	CCCNC(=O)c1ccc(CN2CCOCC2)cc1	-1	3	2	6	-8
22	Cn1ncc(Br)c1C(=O)NC1CCCC1	-4	-2	-5	6	-3
23	CCc1nnc(NC(=O)C2CCC2)s1	-10	0	0	-11	-4
24	COc1ccc(NC(=O)C2CCCN(S(=O)(=O)c3ccc4c(c3)CC(C)N4C(C)=O)C2)cc1 (centres undefined)	-1	-2	-1	6	2
25	CCOC(=O)c1c(NC(=O)C2C3C=CC(C3)C2C(=O)O)sc2c1CCC(CC)C2 (centres undefined)	-8	4	9	-2	6
26	CCOC(=O)N1CCC(NC(=O)c2ccc(CO)c(C(=O)NC3CCN(C(=O)OCC)CC3)c2)CC1	-2	-2	0	-2	-1
27	COc1cccc(Nc2ncnc3c2cnn3-c2cccc(C)c2)c1	3	-3	2	-2	-2
28	O=S(=O)(c1cccc2nonc12)N1CCN(c2ccc(F)cc2)CC1	-8	-3	0	-3	0
29	COc1ccc(Cn2c(-c3ccccc3)nc3c(c(=O)c4ccccc4n3C)c2=O)cc1	-3	-1	-1	1	3
30	CC(C)(C)c1nc(SCC(=O)NC2CCCC2)c2ccccc2n1	0	-5	-3	13	-5

nr	FAS-TE inh	CendR NRP1 mod	Neddylation inh	MLLE-PAM2 inh
21	11	5	i	5
22	-8	10	i	-5
23	-6	-10	i	6
24	1	3	i	-8
25	-6	-2	i	1
26	-2	-2	i	-2
27	26	-2	i	-1
28	16	7	i	11
29	-4	-15	i	10
30	2	13	i	-8

Next part:
nr	structure	MsrA act	Rin1-Abl PPI inh	MT1-MMP act inh	SKN-1 inh	eLon inh
31	CC1CC(C)CN(S(=O)(=O)c2ccc(Cl)cc2)C1 (centres undefined)	1	2	-2	5	-3
32	Cc1ccc(C)c(Nc2ccc(C(=O)NCCc3ccccc3)cn2)c1	-4	-1	2	0	-7
33	COc1ccc(OC)c(-c2csc(CCn3nc(C)cc3C)n2)c1	-3	2	-1	6	-2
34	Cc1ccc(Cc2c(-c3ccc(C#N)cc3)nc3ccc(Cl)cn23)cc1	0	1	1	8	-23
35	CCCN(CC(=O)Nc1ccccc1C)C(=O)C1CCCN(C(=O)c2ccc(Cl)cc2)C1 (centres undefined)	-1	4	0	-11	13
36	COCCn1c(SCC(=O)Nc2nc3ccccc3s2)nnc1-c1ccoc1C	5	3	-1	3	3
37	COC(=O)c1[nH]c2ccc(C)cc2c1NC(=O)c1ccccc1[N+](=O)[O-]	-2	-7	0	4	-25
38	CC(=O)c1c(C)nc(-c2ccccc2)nc1NC(=O)Cc1ccccc1	-9	-4	2	-9	11
39	CC1(c2nnnn2Cc2ccccc2)CCC(=O)N1CCc1c[nH]c2ccccc12 (centres undefined)	-3	nt	3	1	5
40	CCOc1ccc(C(C(=O)NC2CCCC2)N(C(=O)c2snc(C(N)=O)c2N)c2cccc(O)c2)cc1 (centres undefined)	-1	2	-12	20	10

nr	FAS-TE inh	CendR NRP1 mod	Neddylation inh	MLLE-PAM2 inh
31	21	2	i	-3
32	-3	0	i	-12
33	-3	-4	i	-9
34	14	-18	i	-21
35	-3	19*	i	2
36	-1	3	i	0
37	-6	-5	i	7
38	3	17	i	8
39	-4	-33	i	nt
40	2	-7	nt	-2

(further entries)
nr	structure	MsrA act	Rin1-Abl PPI inh	MT1-MMP act inh	SKN-1 inh	eLon inh
41	Nc1nc(-c2ccccc2)c(CCCOc2ccc(NC(=O)CBr)cc2)c(=O)[nH]1	0	0	-2	5	-9
42	Cc1ccccc1NC(=O)CCN1CCN(Cc2ccccc2)CC1	0	-2	-1	29	4
43	O=S1(=O)c2c(Oc3cccc4ccccc34)cccc2OC(COCc2ccccc2)CN1C1CCCC1 (centres undefined)	-3	-2	-1	7	-1
44	O=C(N/N=C/c1ccc2c(c1)OCO2)c1cc(-c2ccncc2)nc2ccccc12	0	-4	6	-8	-6
45	CN(CC(=O)Nc1cc(Cl)ccc1-n1cncn1)Cc1ccccc1N1CCOCC1	0	-2	2	12	-11
46	CC(=O)c1ccc(NC(=O)CN2C(=O)/C(=C/C(C)=C/c3ccccc3)SC2=S)cc1	-3	0	3	10	1
47	COc1ccc(C(=O)Nc2ccc(C)cc2C(=O)c2ccccc2)c(OC)c1	-12	-2	-4	-7	3
48	Cc1c(N2C(=O)c3cccc4cccc(c34)C2=O)c(=O)n(-c2ccccc2)n1C	-3	-3	0	-28	-10
49	Cc1ccccc1NC(=O)C1Cc2ccccc2CN1C(=O)OCc1ccccc1 (centres undefined)	-2	1	-11	4	-3
50	CCOC(=O)c1sc(NNC(=O)c2ccc(C)cc2)nc1C	-1	2	4	19	3

nr	FAS-TE inh	CendR NRP1 mod	Neddylation inh	MLLE-PAM2 inh
41	-2	-4	i	17
42	-7	-1	i	-6
43	26	-20	i	-15
44	12	2	i	-9
45	8	-7	i	-3
46	17	-26	i	4
47	18	5	i	-5
48	-10	9	i	11
49	6	9	i	1
50	1	5	i	-88

(more compounds)
nr	structure	MsrA act	Rin1-Abl PPI inh	MT1-MMP act inh	SKN-1 inh	eLon inh
51	CCCn1c(C2CCCN2c2nc(-c3ccc(C)cc3)cs2)nc2cc(Cl)c(N3CCCCC3)cc21 (centres undefined)	-2	1	0	-7	-7
52	O=C(O)c1ccccc1C(=O)N1CCN(C(=O)c2ccccc2Cl)CC1	-5	-1	-11	-1	-3
53	COC(=O)c1nn(-c2nc(-c3cccc(OC)c3)cc(C(F)(F)F)n2)cc1[N+](=O)[O-]	-8	0	-6	-6	-12
54	CCOC(=O)c1cnc(N)nc1-c1ccccc1	-3	0	-3	14	-6
55	COc1ccc(NC(=O)CCCN2C(=O)CN(C)C2=O)c(OC)c1	-2	6	1	-14	-1

nr	FAS-TE inh	CendR NRP1 mod	Neddylation inh	MLLE-PAM2 inh
51	8	-12	i	-34
52	-3	1	i	-8
53	14	-5	i	19
54	-8	15	i	1
55	-12	-6	i	-5

Structures shown so far containing a thiophene ring, fused or not (2):
nr	structure	MsrA act	Rin1-Abl PPI inh	MT1-MMP act inh	SKN-1 inh	eLon inh
10	CNC(=O)c1sccc1SCc1ccc(Cl)cc1Cl	2	-4	-4	1	6
25	CCOC(=O)c1c(NC(=O)C2C3C=CC(C3)C2C(=O)O)sc2c1CCC(CC)C2 (centres undefined)	-8	4	9	-2	6

nr	FAS-TE inh	CendR NRP1 mod	Neddylation inh	MLLE-PAM2 inh
10	3	8	i	-1
25	-6	-2	i	1
